# Pol kappa inh – DNA polymerase kappa (human) inhibition | Q9UBT6 | 400,000 compounds, 0.53% hits | Potency, µM (highest dose often 107 µM), inactives show at the highest dose activity, negative = inhibition, hits mostly inhibitors | AID 588579 | purified Pol kappa, fluorescent DNA synthesis assay, 10 min; also: potency is read from the fitted curve at half-maximal effect; % is scaled to controls: 0 for no effect and ±100 for the full control effect
#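 10 nM Pol kappa was preincubated with compounds for 15 min at room temperature. Reaction started with 50 nM (final) substrate. Fluorescence read kinetically at 0 and 10 min.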
# POLI inh – blocks human DNA polymerase iota activity | Q9UNA4 | Pol iota fluorescent replication assay, 10 min | Potency, µM (titrated, usually from 115 µM), without a hit: at the top dose activity, negative = inhibition, most hits filed as inhibitors | 390,000 compounds, 1% hits | AID 588590; also: potency is read from the fitted curve at half-maximal effect
#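 Pol iota at 10 nM preincubated 15 min with compounds at room temperature; reaction started with fluorescent substrate, 50 nM final. Fluorescence read kinetically at 0 and 10 min; buffer-only wells as negative control.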
# RXFP1 antag – antagonists of human relaxin receptor RXFP1. Q9HBX9. 350,000 compounds, 0.59% hits. HEK293-RXFP1, relaxin-stimulated cAMP HTRF, 30 min; hits give low values. activity change, negative = inhibition, % at 57.5 µM. AID 1259400;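 active = activity change of -60% or lower, but not beyond a set lower limit; inconclusive = change between -60% and -40%, or beyond the set limit; inactive = change above -40%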; also: % is scaled to controls: 0 for no effect and ±100 for the full control effect
# BLM helicase inh – blocks DNA unwinding by human BLM helicase; Potency, µM (top dose mostly 56.1 µM), for the others: at the highest dose activity change, negative = inhibition, actives largely listed as inhibitors; 350,000 compounds, 0.2% hits; P54132; AID 2528; recombinant BLM DNA unwinding, fluorescence dequenching;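 also: potency is read from the fitted curve at half-maximal effect; plate controls were vehicle for no effect and no enzyme for full effect; nearly all actives have a fitted effect of over 35% in size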
# Target sequence (P54132 whole entry, looked up): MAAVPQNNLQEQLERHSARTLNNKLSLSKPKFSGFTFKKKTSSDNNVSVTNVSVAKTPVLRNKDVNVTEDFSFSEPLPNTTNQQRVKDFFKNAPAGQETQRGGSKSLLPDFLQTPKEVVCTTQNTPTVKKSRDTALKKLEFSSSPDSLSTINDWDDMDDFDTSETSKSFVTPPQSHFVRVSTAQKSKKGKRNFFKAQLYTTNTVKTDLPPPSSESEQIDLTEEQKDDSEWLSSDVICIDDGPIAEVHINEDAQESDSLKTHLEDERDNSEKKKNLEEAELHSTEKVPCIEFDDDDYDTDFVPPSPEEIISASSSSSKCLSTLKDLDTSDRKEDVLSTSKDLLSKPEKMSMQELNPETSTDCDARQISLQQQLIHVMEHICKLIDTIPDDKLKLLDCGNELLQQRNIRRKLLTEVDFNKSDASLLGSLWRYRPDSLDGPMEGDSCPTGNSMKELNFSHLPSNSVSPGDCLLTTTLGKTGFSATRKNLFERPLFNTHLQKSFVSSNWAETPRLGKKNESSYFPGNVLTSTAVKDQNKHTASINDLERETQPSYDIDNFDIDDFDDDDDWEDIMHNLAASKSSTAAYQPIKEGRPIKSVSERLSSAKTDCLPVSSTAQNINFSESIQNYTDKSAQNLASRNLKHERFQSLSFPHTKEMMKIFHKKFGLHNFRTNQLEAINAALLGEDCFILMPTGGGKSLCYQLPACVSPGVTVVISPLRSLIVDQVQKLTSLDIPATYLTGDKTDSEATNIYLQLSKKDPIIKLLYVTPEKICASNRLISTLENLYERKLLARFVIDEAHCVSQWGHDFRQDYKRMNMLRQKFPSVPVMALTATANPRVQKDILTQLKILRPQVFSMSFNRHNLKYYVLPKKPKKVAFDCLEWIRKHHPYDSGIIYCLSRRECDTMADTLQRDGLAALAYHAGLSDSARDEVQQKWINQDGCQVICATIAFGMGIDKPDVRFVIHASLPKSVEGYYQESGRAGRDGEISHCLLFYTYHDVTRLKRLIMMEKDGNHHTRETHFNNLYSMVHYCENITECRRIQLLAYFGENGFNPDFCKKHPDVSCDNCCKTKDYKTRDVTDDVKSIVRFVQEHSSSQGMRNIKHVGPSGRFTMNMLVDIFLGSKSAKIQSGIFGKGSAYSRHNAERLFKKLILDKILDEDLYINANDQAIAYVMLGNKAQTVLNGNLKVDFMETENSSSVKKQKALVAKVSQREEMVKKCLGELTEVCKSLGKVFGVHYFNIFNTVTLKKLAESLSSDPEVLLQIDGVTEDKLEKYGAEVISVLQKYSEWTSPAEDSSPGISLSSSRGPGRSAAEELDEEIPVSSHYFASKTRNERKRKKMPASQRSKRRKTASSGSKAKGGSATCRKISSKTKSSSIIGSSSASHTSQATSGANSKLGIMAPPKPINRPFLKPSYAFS
# Anesthetic bind – candidate novel general anesthetic via apoferritin binding | P02791 | apoferritin/1-aminoanthracene competitive binding, fluorescence | Potency, µM (series often up to 77.5 µM), without a hit: at the top dose activity change, negative = displacement, actives largely listed as inhibitors | 350,000 compounds, 0.074% hits; also: potency is read from the fitted curve at half-maximal effect; % is scaled to controls: 0 for no effect and ±100 for the full control effect; nearly all actives have a fitted effect of over 20% in size
#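 Concentration-response curves derived by four-parameter Hill fitting of normalized fluorescence, where compounds displaced 1-AMA from 10 uM horse apoferritin following a brief 10 min room-temperature incubation; propofol titration acted as positive control.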
# Tb PGK inh – inhibitors of T. brucei phosphoglycerate kinase; AID 602233; 380,000 compounds, 0.043% hits; Potency, µM (doses to about 57.5 µM), for the others: top-dose activity change, negative = inhibition, hits mostly inhibitors; P07378; PGK/GAPDH coupled, Kinase-Glo luminescence, 60 min; also: potency is read from the fitted curve at half-maximal effect; % is scaled to controls: 0 for no effect and ±100 for the full control effect; nearly all actives have a fitted effect of over 60% in size
#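 Luminescent ATP detection (Kinase-Glo Plus) follows a 60-minute room-temperature incubation, with wells lacking PGK as controls. Buffer: 100 mM TEA (pH 7.6), 5 mM MgCl2, 0.01% Tween-20. Coupling enzyme GAPDH (100 nM final) supplies unstable 1,3-BPG in-well.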
# POLH inh – inhibitors of human DNA polymerase eta. Q9Y253. Potency, µM (doses to about 114 µM), for inactives: top-dose activity change, negative = inhibition, usual class: inhibitors. 390,000 compounds, 1.2% hits. AID 588591. recombinant Pol eta, fluorescent DNA replication assay; also: potency is read from the fitted curve at half-maximal effect; % is scaled to controls: 0 for no effect and ±100 for the full control effect
#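 Fluorescent replication assay: 50 nM final substrate added after a 15 min room-temperature compound preincubation with 10 nM enzyme. Signal taken at 0 min and again at 10 min.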
# APE1 inh – APE1 (human) endonuclease inhibition | P27695 | recombinant APE1, TAMRA/BHQ-2 abasic DNA cleavage fluorescence | Potency, µM (doses to about 65.8 µM), for inactives: at the highest dose activity change, negative = inhibition, usual class: inhibitors | 350,000 compounds, 0.35% hits;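 also: potency is read from the fitted curve at half-maximal effect; plate controls were vehicle for no effect and reference inhibitor for full effect; nearly all actives have a fitted effect of over 55% in size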
#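 Endonuclease cleavage of a quenched abasic-site DNA duplex (50 nM) by APE1 (0.75 nM) was tracked by TAMRA dequenching. Compounds were preincubated with enzyme 15 min at room temperature; data normalized to buffer-only and DMSO wells plus NSC13755 control.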
# Pol beta inh – inhibitors of human DNA polymerase beta | P06746 | Pol beta primer extension/strand displacement, fluorescence kinetic | Potency, µM (highest dose often 114 µM), for inactives: at the highest dose activity change, negative = inhibition, usual class: inhibitors | 340,000 compounds, 1.3% hits | AID 485314; also: potency is read from the fitted curve at half-maximal effect; % is scaled to controls: 0 for no effect and ±100 for the full control effect
#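 Enzyme-only controls used 10 nM Pol beta; buffer lacking enzyme served as negative control. Compound preincubated 15 min, then 50 nM substrate added; 0 and 10 min reads at room temperature.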
# * marks the source's active call; other numbers are inactive results; i = inactive; ? = inconclusive; . = not tested or not shown; [ ] = another dose, or the depositor's remark. Unless noted, calls follow the shape of the dose curve; as a rule, active = well fitted curve in the direction sought with a large enough effect; inconclusive = small, poorly fitted or top-dose-only effect, or another doubt; inactive = no such curve, though single readings can be large; an effect the other way counts as inactive or inconclusive. Not all compounds are listed (hit frequency here may not be typical).
# Value order – Pol kappa inh	POLI inh	RXFP1 antag	BLM helicase inh	Anesthetic bind	Tb PGK inh	POLH inh	APE1 inh	Pol beta inh
- CCOc1ccc(CN2C(=O)c3ccccc3C2=O)cc1C(=O)N1CCC(C(N)=O)CC1
→ -14%	-6%	-9	0%	-4%	-9%	-13%	10%	24%
- COc1ccc(-c2coc3cc(O[C@@H]4O[C@H](CO)[C@@H](O)[C@H](O)[C@H]4O)ccc3c2=O)cc1
→ -10%	?	.	.	.	-3%	-4%	8%	.
- COc1cccc(Oc2ncnc(N)c2[N+](=O)[O-])c1
→ -2%	-26%	11	-1%	-8%	.	-12%	39%	23%
- Cc1cc(=O)oc2cc(OCC(=O)N/N=C/c3ccccc3[N+](=O)[O-])ccc12
→ ?	28µM*	9	?	-14%	6%	?	-3%	32µM*
- O=C(Nc1nnc(-c2ccc(Cl)cc2)o1)c1nc2ccccc2s1
→ -8%	-8%	.	0%	-1%	-6%	-3%	-8%	-9%
- CCOC(=O)c1c(N2C(=O)C=CC2=O)sc(C)c1C
→ -38%	-11%	-17	-10%	-7%	-3%	-6%	-8%	-22%
- O=C(Nc1ccccc1)c1ccc(-c2ccc([N+](=O)[O-])cc2)o1
→ -3%	?	-23	0%	-3%	-10%	-10%	-13%	6%
- Cc1c(CC(=O)N[C@H](C(=O)O)C(C)C)c(=O)oc2cc3c(cc12)CCC(C)(C)O3
→ 7%	8%	-10	-1%	-2%	i	-9%	29%	11%
- CCN(CC(=O)NCc1cccs1)C(=O)c1cc(=O)[nH]c2ccccc12
→ 2%	24%	1	.	.	-5%	-12%	-2%	.
- Cc1cc(OCc2cc(C(=O)NC3CCC3)no2)cc(C)c1Cl
→ 1%	4%	-3	-2%	7%	-1%	-6%	29%	50%
- C/C(=N/O)c1cccc(N2Cc3ccccc3C2)c1
→ -11%	30%	-3	-5%	-15%	1%	-10%	-3%	51%
- CCC(Sc1nc2ccccc2s1)C(=O)Nc1nnc(C)s1 (stereo not given)
→ 1%	5%	-8	-3%	?	-7%	-9%	-2%	3%
- O=C(c1cc2nc(-c3ccco3)cc(C(F)(F)F)n2n1)N1CCc2ccccc2C1
→ -14%	2%	12	-6%	-15%	-10%	-9%	-3%	12%
- Clc1ccccc1N1CCN(Cc2nnc(-c3ccccc3)o2)CC1
→ 0%	-12%	-7	-2%	6%	-3%	-2%	.	-2%
- N#Cc1c(-c2cccs2)nc(SCc2ccc(Cl)cc2)[nH]c1=O
→ -5%	?	-3	28µM*	?	-8%	89µM*	-15%	56µM*
- Cc1cccc(S(=O)(=O)Nc2ccc(-c3cn4ccccc4n3)cc2)c1
→ -10%	1%	.	-1%	-16%	-2%	-12%	2%	-1%
- Cc1ccc(CNC(=O)CSc2nc3ccccc3nc2Cc2ccc(C)cc2)cc1
→ -1%[60.1 µM]	-8%	.	0%	-3%	5%	-21%	.	8%
- CC(=O)c1cccc(NC(=O)C(C)OC(=O)Cc2c[nH]c3ccccc23)c1 (stereo not given)
→ -13%	24%	-10	.	.	i	-4%	6%	.
- CN(Cc1ccccc1)C(=O)c1nn2cccnc2c1Cl
→ 8%	58%[activator]	10	-2%	-2%	-1%	-10%	-2%	14%
- Cc1cc(C)c(C)c(OCCn2ccnc2)c1
→ -2%	90%[activator]	4	-1%	-10%	6%	2%	7%	11%
- N/N=C(\c1ccccc1)c1cc(Cl)ccc1N
→ -3%	8%	3	-1%	-20%	i	-15%	4%	12%
- Cc1ccc(OCc2nc(-c3ccccc3)no2)c(C)c1
→ 0%	?	-14	-6%	-14%	-1%	-13%	0%	19%
- COc1ccc(Nc2oc(COc3ccccc3F)nc2C#N)cc1
→ 12%	16%	-20	-1%	?	-4%	-15%	-3%	21%
- COc1cccc(-c2nc(CS(=O)(=O)CC(=O)NCCN3CCOCC3)c(C)o2)c1
→ 8%	34%	9	1%	-7%	-5%	-13%	68%[activator]	10%
- Cn1c(CNC(=O)C2CCCCC2)cc2ccccc21
→ 13%	48%	-4	-1%	-14%	i	-6%	-8%	4%
- Oc1ccc(-c2nc(=S)[nH][nH]2)cc1
→ -3%	14%	-15	1%	1%	-2%	-6%	4%	-2%
- O=C(CCC(=O)OCC(=O)c1ccc([N+](=O)[O-])cc1)Nc1ccccc1Cl
→ 4%	-15%	7	-8%	-6%	-6%	-15%	19%	19%
- O=C(NCCSc1c(-c2ccc(Br)cc2)[nH]c2ccccc12)c1ccc(S(=O)(=O)N2CCOCC2)cc1
→ 2%	17%	-11	-7%	10%	-5%	-19%	.	18%
- O=C(NCCCN1CCOCC1)c1cccc(S(=O)(=O)NCc2ccccc2)c1
→ -16%	45%[activator]	-3	.	.	-2%	-14%	12%	.
- CCCCCCOc1ccc(C(CC(N)=O)C(=O)O)cc1 (stereo not given)
→ -5%	18%	-13	-1%	?	-7%	-13%	8%	-8%
- COc1ccc(/C=N/NC(=O)c2cccc(Br)c2)cc1Cn1cc(Cl)cn1
→ 0%	-17%	-9	0%	-18%	i	-5%	-7%	-3%
- O=C(NC(=S)Nc1ccc(Cl)c(C(=O)O)c1)c1cccc(COc2ccccc2)c1
→ -22%	-11%	0	-16%	?	-12%	79µM*	13%	40µM*
- CCOC(=O)c1cc2occc2n1CC(=O)N1CCN(C(=O)c2ccco2)CC1
→ -3%	37%[activator]	9	-2%	-11%	.	-11%	-3%	11%
- O=C(CCc1ccccc1)N1CCN(c2ccc(F)cc2)CC1
→ 2%	13%	-5	-1%	-7%	-5%	-21%	-2%	-1%
- Cn1c(SCC(=O)N2CCOCC2)nnc1-c1ccc(Cl)cc1Cl
→ 2%	-2%	-2	2%	-7%	i	5%	-2%	13%
- CCC1OC23CCCCC2C(C#N)(C(=N)O3)C1(C#N)C#N (stereo not given)
→ -17%	14%	-13	-8%	207%[activator]	-5%	-3%	-2%	7%
- O=C(COc1ccc2ccccc2c1)NNC(=O)c1cnccn1
→ -17%	-2%	-16	-1%	-7%	-1%	4%	-3%	-28%
- CC1Cc2cc(/C(O)=C3/C(=O)C(=O)N(CCN4CCOCC4)C3c3ccc([N+](=O)[O-])cc3)ccc2O1 (stereo not given)
→ 5%	-12%	-14	-1%	-13%	-2%	-7%	1%	19%
- COC(=O)C1OC1c1cc([N+](=O)[O-])ccc1OC (stereo not given)
→ -12%	6%	2	.	.	-8%	-15%	.	.
- COc1ccccc1CC(NC(C)=O)C(=O)NC1CCN(C(=O)c2ccc([N+](=O)[O-])cc2)CC1 (stereo not given)
→ -10%	-25%	-11	1%	-3%	-3%	-10%	-3%	7%
- CCC(CC)C(=O)c1c[nH]c(C(=O)NCc2cccnc2)c1
→ -6%	62%[activator]	-9	-1%	-7%	-10%	9%	-5%	-20%
- O=C(c1cccc([N+](=O)[O-])c1)N1CCN(c2ccccn2)CC1
→ -2%	22%	20	-8%	-2%	1%	-8%	12%	7%
- O=C(O)Cc1ccc(N=Nc2c(O)c(C(=O)O)cc3ccccc23)cc1
→ ?	7.9µM*	4	-18%	-12%	?	7.1µM*	?	32µM*
- N#C/C(=C\c1ccccc1)C(=O)NCc1ccc(F)cc1
→ -1%	?	-65*	-6%	-20%	i	-13%	-4%	24%
- COc1cc(NC(=O)Nc2cccc(C(C)=O)c2)cc(OC)c1OC
→ -13%	-15%	1	-15%	0%	i	-25%	-10%	?
- CCOc1ccccc1CNC(=O)c1cnn(-c2ccc(C)cc2)c1-n1cccc1
→ -4%	-4%	-10	-11%	409%[activator]	i	-19%	.	-15%
- CC(C)CN(CC(C)C)S(=O)(=O)c1ccc(C(=O)Nc2sc3c(c2C(N)=O)CCN(C(C)C)C3)cc1
→ -6%[60.1 µM]	?	.	-2%	96%[activator]	-7%	-1%	.	26%
- O=C(CSCc1ccc(Cl)cc1)NCCSCc1ccco1
→ -20%	?	-24	-8%	-14%	-7%	-12%	1%	-2%
- COC(=O)c1c(C)oc(C)c1S(=O)(=O)N1CCCC1
→ -4%	3%	2	-1%	-6%	-3%	9%	3%	-3%
- COc1cc(NC(=O)c2sc3nc4n(c(=O)c3c2C)CCCCC4)cc(OC)c1OC
→ -2%	5%	-21	1%	-14%	1%	-16%	.	-21%
- CCOc1ccc(NC(=O)c2nn(-c3ccc(OC)cc3OC)c(=O)c3ccccc23)cc1
→ .	.	.	-4%	-1%	.	.	-3%	4%
- O=C(COc1cccc(NC(=O)c2ccco2)c1)c1ccccc1
→ -14%	13%	-3	1%	?	-2%	-8%	-5%	-6%
- COc1ccccc1N1C(=O)S/C(=C\c2cc(C)n(C)c2C)C1=O
→ -9%[60.1 µM]	-7%	-4	-3%	-9%	i	-16%	?	1%
- Oc1ccc(-c2nc3ccccc3nc2-c2ccc(O)cc2O)c(O)c1
→ -5%	48%[activator]	12	.	.	-10%	-26%	.	.
- O=C(NCSc1ccnc(SCNC(=O)c2ccc(F)cc2)n1)c1ccc(F)cc1
→ -4%	2%	11	-6%	0%	-3%	-11%	17%	17%
- CN(NC(=O)NN)c1ncc(C(F)(F)F)cc1Cl
→ -12%	8%	-12	-2%	?	1%	1%	4%	2%
- COc1ccc(NC(=O)CCN2CCCCC2)cc1
→ -4%[60.1 µM]	16%	7	3%	-5%	-11%	3%	-8%	4%
- Cc1ccc(CNc2ncnc(N)c2[N+](=O)[O-])cc1
→ -2%	114%[activator]	-2	1%	-13%	-5%	-16%	-8%	27%
- O=C(NC(=S)NCc1ccc(Cl)cc1Cl)c1ccco1
→ -6%	28%	-18	.	.	5%	-25%	25%	.
- CCC1CCCCN1CCCNC(=O)c1ccc2c(c1)N(Cc1c(F)cccc1Cl)C(=O)CS2 (stereo not given)
→ 14%	9%	-3	-10%	4%	-7%	-5%	13%	8%

# Compound activity deposited in PubChem by National Center for Advancing Translational Sciences (NCATS).
